hcGAS lum: blocks human cGAS activity; Q8N884; recombinant h-cGAS, ATP depletion, Kinase-Glo luminescence; inhibition, % at 12.5 µM; 290,000 tested, 0.081% active;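 also: 0% = vehicle reaction and 100% = reaction without DNA for no activity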
Target sequence (Q8N884 whole entry, looked up): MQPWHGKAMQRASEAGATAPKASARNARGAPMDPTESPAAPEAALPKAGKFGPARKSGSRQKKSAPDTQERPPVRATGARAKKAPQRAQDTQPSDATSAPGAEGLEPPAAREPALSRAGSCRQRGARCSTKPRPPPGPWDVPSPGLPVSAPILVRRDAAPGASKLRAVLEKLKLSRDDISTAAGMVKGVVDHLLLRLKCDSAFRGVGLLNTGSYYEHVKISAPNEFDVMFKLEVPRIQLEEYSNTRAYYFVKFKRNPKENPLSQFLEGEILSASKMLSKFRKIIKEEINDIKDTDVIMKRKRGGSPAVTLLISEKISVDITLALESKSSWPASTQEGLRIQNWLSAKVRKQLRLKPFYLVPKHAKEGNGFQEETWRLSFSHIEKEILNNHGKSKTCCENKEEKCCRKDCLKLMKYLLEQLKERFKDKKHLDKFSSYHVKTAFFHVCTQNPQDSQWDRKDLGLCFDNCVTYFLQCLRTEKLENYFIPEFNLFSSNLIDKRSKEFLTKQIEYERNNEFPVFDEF
NPYLR7 ag: activates Aedes aegypti NPYLR7 receptor | HEK293T NPYLR7/Galpha15, GCaMP6s calcium fluorescence | AID 1259423 | 270,000 tested, 0.15% active | activation, % at 10 µM; in the data active = activation above about 40%;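 also: 0% = vehicle and 100% = reference agonist at the receptor; some compounds past the cut are filed as inactive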
mcGAS inh: blocks mouse cGAS activity; inhibition, % at 12.5 µM; 160,000 tested, 0.15% active; recombinant cGAS, Kinase-Glo ATP depletion luminescence;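 also: 0% = negative control wells and 100% = reference inhibitor with no enzyme activity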
* hit, by the source's call; x = not tested or not shown; & = joins results of further samples. Rule as the data show it, unless noted: active = inhibition above about 40%; inactive = the rest.

1	CCCCN(Cc1cccn1Cc1cccc(C)c1)C(=O)CN(CCC(C)C)C(=O)CCc1ccccc1
2	Cc1ccc(NC(=O)N2CCCC(OCc3cccnc3)C2)cc1 (stereo not given)
3	C=CCN(C)C(=O)c1cc(-c2ccc(OC)cc2F)nn1C
4	Nc1nc2nc(-c3ccc(Br)cc3)cc(C(F)(F)F)n2n1
5	Cc1ccc(N2CCC(Nc3ccc4c(c3)oc(=O)n4C)C2=O)cc1 (stereo not given)
6	CCc1nc(CN(C)CC2CCN(Cc3ccc(C)o3)CC2)c(C)[nH]1
7	CCCCCCCc1c(C)nc(N2CCCC2)[nH]c1=O
8	CCCc1nnc2sc(CCN3C(=O)c4ccccc4C3=O)nn12

assay / entry | 1 | 2 | 3 | 4 | 5 | 6 | 7 | 8
hcGAS lum | -1.4 | -7.8 | 3.2 | -7.1 | -6.4 | -8.5 | -12.4 | -4.9
NPYLR7 ag | -3.5 | 12.2 | x | 9.4 | 5.0 | 17.9 | x | 2.4
mcGAS inh | 0.9 | -4.8 | 2.3 | x | -15.3 | -12.9 | -5.1 | -6.7

9	CC(=O)NC(CC(=O)N1c2ccccc2C[C@H]1C(N)=O)c1ccc(Cl)cc1 (stereo not given in full)
10	Cc1c(Cl)c([N+](=O)[O-])nn1CC(=O)N(C)C1CCCCC1
11	CC1CCCC2(C1)OCC(C(=O)N1CCCC1)N2C(=O)c1ccccc1F (stereo not given)
12	C#CCNc1ccc(C)c(S(=O)(=O)N(CC)CC)c1
13	COc1cc(-c2coc3cc(OCc4ccccc4)c(OC)c(O)c3c2=O)cc(O)c1OC
14	CN(C)CCNC(=O)[C@@]1(OCc2cccc(Cl)c2)CC(OCc2ccc(C(F)(F)F)cc2)[C@@H]2OC(C)(C)O[C@@H]2C1 (stereo not given in full)
15	CC1NCCN(c2ccccc2-c2ccccc2)C1=O (stereo not given)
16	COc1ccc2c(=O)c3c(=O)n(Cc4ccccc4)c(C(C)C)nc3oc2c1

assay / entry | 9 | 10 | 11 | 12 | 13 | 14 | 15 | 16
hcGAS lum | -0.2 | 0.2 | -0.7 | -10.8 | -5.8 | -3.4 | -3.3 | -6.4
NPYLR7 ag | 2.1 | 10.7 | 0.4 | 11.0 | x | 3.2 | -4.4 | 4.3
mcGAS inh | x | x | -2.7 | x | -4.0 | -3.7 | x | x

Continued (four carried over from the part before).
13	COc1cc(-c2coc3cc(OCc4ccccc4)c(OC)c(O)c3c2=O)cc(O)c1OC
14	CN(C)CCNC(=O)[C@@]1(OCc2cccc(Cl)c2)CC(OCc2ccc(C(F)(F)F)cc2)[C@@H]2OC(C)(C)O[C@@H]2C1 (stereo not given in full)
15	CC1NCCN(c2ccccc2-c2ccccc2)C1=O (stereo not given)
16	COc1ccc2c(=O)c3c(=O)n(Cc4ccccc4)c(C(C)C)nc3oc2c1
17	Nc1nc(=S)nc(-c2ccccc2)[nH]1
18	CC(C)(C)c1ccc(C(=O)NCC(=O)N=Nc2c(O)n(Cc3ccc4c(c3)OCO4)c3ccccc23)cc1
19	CN(C)CCCN(C(=O)c1ccn(C)n1)c1nc2ccccc2s1
20	O=C(/C=C/c1c(Cl)cccc1Cl)NN1CCOCC1
21	CCCC1(C)SC(NC(C)=O)=NN1C(C)=O (stereo not given)
22	Cc1noc(C2CN(Cc3cn(C)nc3C)CC23CCCC3)n1 (stereo not given)
23	COC(=O)CCN1C(=O)/C(=C/c2ccc(OCc3ccc(Cl)cc3)c(OC)c2)SC1=S
24	CC(C)CC(=O)N(CCN1CCOCC1)Cc1nccn1Cc1ccccc1Cl

assay / entry | 13 | 14 | 15 | 16 | 17 | 18 | 19 | 20 | 21 | 22 | 23 | 24
hcGAS lum | -5.8 | -3.4 | -3.3 | -6.4 | -4.6 | 0.4 | -3.5 | -4.4 | -7.5 | -4.9 | -1.8 | 2.7
NPYLR7 ag | x | 3.2 | -4.4 | 4.3 | 6.6 | -0.9 | x | -2.4 | 17.1 | x | -4.3 | 4.2
mcGAS inh | -4.0 | -3.7 | x | x | x | 1.1 | -5.0 | x | x | -3.3 | -1.1 | -4.4

25	COc1ccccc1OCC1CN(C(=O)c2ccc3c(c2)CCO3)CCO1 (stereo not given)
26	COc1cc(S(=O)(=O)N2CCOCC2)ccc1Cl
27	CN(C)P(=Nc1ccc([N+](=O)[O-])cc1)(N(C)C)C(C)(C)C
28	N#Cc1ccc(Sc2ncnc3[nH]ncc23)c(F)c1
29	O=C1OC2(O)c3ccccc3C(=O)N2c2ccccc21 (stereo not given)
30	COCc1ccc(CN2CCCC(CNC(=O)c3cccc4ccccc34)C2)o1 (stereo not given)
31	COC(=O)CCNC(=O)C1CCN(S(=O)(=O)c2ccc3c(c2)CCCC3)CC1
32	CC(=O)NCc1ccc(-c2csc(NC(=O)NC3CCCCC3)n2)o1

assay / entry | 25 | 26 | 27 | 28 | 29 | 30 | 31 | 32
hcGAS lum | -6.2 | -9.0 | -8.3 | -1.6 | -10.1 | -3.2&-9.8 | -2.4 | -11.6
NPYLR7 ag | 0.2 | 8.4 | -1.4 | -2.2 | 0.7 | 4.7&11.8 | 10.1 | 2.1
mcGAS inh | -8.1 | x | -2.4 | -0.2 | x | x | -6.6 | x

33	COC(=O)C1CCN(C(=O)Cc2cc(-c3ccc(OC)cc3)on2)CC1
34	CSc1cccc2cccnc12
35	Cc1cnn(CCC(=O)N2C(C)CN(C(=O)OC(C)(C)C)CC2C)c1 (stereo not given)
36	CCC(C)N1CCN(S(=O)(=O)CC)CC1 (stereo not given)
37	COc1ccc(-n2c(-c3ccccc3)cc(C(=O)NCc3ccc4c(c3)OCO4)c2C)c(OC)c1
38	CCOc1ccc(C2c3[nH]c4ccccc4c3CCN2C(=O)C2=CCCCC2)cc1 (stereo not given)
39	CSc1ccc(C2NC(C(=O)O)CS2)cc1 (stereo not given)
40	O=c1oc2ccccc2n1CN1CCCC2CCCCC21 (stereo not given)

assay / entry | 33 | 34 | 35 | 36 | 37 | 38 | 39 | 40
hcGAS lum | -7.6 | -6.1 | -7.7 | 0.4 | -3.9 | -8.1&-3.5 | -4.9 | -8.0
NPYLR7 ag | 7.8 | -1.0 | 15.8 | 0.8 | 8.0 | 2.7&-1.7 | 2.3 | 11.1
mcGAS inh | -8.5 | x | x | x | -4.3 | -10.5&-4.2 | x | -14.3

5 entries picked at random from the list so far, as already listed:
10	Cc1c(Cl)c([N+](=O)[O-])nn1CC(=O)N(C)C1CCCCC1
1	CCCCN(Cc1cccn1Cc1cccc(C)c1)C(=O)CN(CCC(C)C)C(=O)CCc1ccccc1
37	COc1ccc(-n2c(-c3ccccc3)cc(C(=O)NCc3ccc4c(c3)OCO4)c2C)c(OC)c1
3	C=CCN(C)C(=O)c1cc(-c2ccc(OC)cc2F)nn1C
14	CN(C)CCNC(=O)[C@@]1(OCc2cccc(Cl)c2)CC(OCc2ccc(C(F)(F)F)cc2)[C@@H]2OC(C)(C)O[C@@H]2C1 (stereo not given in full)

assay / entry | 10 | 1 | 37 | 3 | 14
hcGAS lum | 0.2 | -1.4 | -3.9 | 3.2 | -3.4
NPYLR7 ag | 10.7 | -3.5 | 8.0 | x | 3.2
mcGAS inh | x | 0.9 | -4.3 | 2.3 | -3.7

Following part
41	O=C(NN=C1c2ccccc2-c2ccccc21)C1COc2ccccc2O1 (stereo not given)
42	CSCCC1NC(=S)N(c2ccc(OCc3ccccc3)cc2)C1=O (stereo not given)
43	C=C(C)CSc1nc2c(c(=O)n(C)c(=O)n2C)n1Cc1ccccc1
44	COc1ccc(C=[N+](C)[O-])c(OC)c1
45	C=CCONC(=O)c1cccnc1N1CCCC1c1ccccc1 (stereo not given)
46	CCc1ccc(C(NCC(=O)NC(=O)NC)C(C)C)cc1 (stereo not given)
47	CCCNC(=O)Cn1c(=O)c(N2CC3(C)CC2CC(C)(C)C3)nc2ccccc21 (stereo not given)
48	Cc1ccoc1C(=O)NCc1cnn2ccccc12

assay / entry | 41 | 42 | 43 | 44 | 45 | 46 | 47 | 48
hcGAS lum | -2.1 | -3.4 | -10.8 | -0.1 | 2.5 | 4.7 | -0.2 | -1.9
NPYLR7 ag | -1.0 | 3.2 | 17.3 | 0.1 | -0.9 | -4.6 | -1.8 | -5.6
mcGAS inh | x | x | x | -2.2 | x | -2.8 | x | -13.0

49	Cn1c(O)c(N=NC(=O)CNC(=O)/C=C/c2ccco2)c2ccccc21
50	CCCCCCNC(=O)c1csc(CN(C(=O)Nc2ccc(C(C)C)cc2)C(C)C)n1
51	COC(=O)[C@@H]1C[C@@H](NC(=O)C(c2ccccc2)c2ccccc2)CN1Cc1ccc(O)cc1
52	Cc1cnc(CN(C)C(=O)CC2C(=O)NCCN2Cc2cccc(F)c2F)[nH]1 (stereo not given)
53	CC(c1ccccc1F)N(C(=O)Nc1nccs1)C1CC1 (stereo not given)
54	OCCCN1CCN(c2ncc(Cl)cc2F)CC1
55	Cn1c(=O)c2c(ncn2Cc2cc(=O)n3ccsc3n2)n(C)c1=O
56	CC(C)(C)c1ccc(S(=O)(=O)NC(=O)C2(C)CCN2C(=O)Cc2cccc3ccccc23)cc1 (stereo not given)

assay / entry | 49 | 50 | 51 | 52 | 53 | 54 | 55 | 56
hcGAS lum | -3.7 | -12.8 | -7.7 | -8.9&-0.7 | -7.8 | -12.1 | -7.4 | -8.9
NPYLR7 ag | -9.4 | 15.1 | 33.6 | 3.2&-5.0 | 5.2 | 7.6 | 10.4 | 4.8
mcGAS inh | -4.3 | -5.7 | -10.7 | x | -4.1 | x | -3.4 | x

57	CCOC(=O)C=C1SCC(=O)N1CCSc1nnc(C)s1
58	CC1(C)NC(=O)N(CC(O)CN2C(=O)NC(C)(C)C2=O)C1=O
59	COc1cccc(C(=O)Nc2ccc(C3SCC(=O)N3c3ccc(C(F)(F)F)cc3)cc2)c1 (stereo not given)
60	Fc1ccc(CN(Cc2ccncc2)Cc2ccc3[nH]ccc3c2)cc1
61	O=S1(=O)CCC(Cc2nc3ccccc3n2CN2CCCC2c2cccs2)C1 (stereo not given)
62	OCC1(CC2CCCCO2)CCN(c2cnc3ccccc3n2)CC1 (stereo not given)
63	Cc1ccccc1OCC(O)CN(Cc1ccc(F)cc1F)CC1CCCO1 (stereo not given)
64	CCN(CCC#N)C(=O)CNc1cc(NC(C)=O)c(F)cc1F

assay / entry | 57 | 58 | 59 | 60 | 61 | 62 | 63 | 64
hcGAS lum | 5.8 | -0.7 | 2.5 | -6.0 | -7.1 | -4.8 | -1.0 | 5.9
NPYLR7 ag | -0.4 | 3.8 | -3.3 | -5.4 | 7.2 | -5.6 | 18.0 | 5.7
mcGAS inh | -1.7 | -4.4 | -2.4 | x | x | x | -4.0 | x

65	Cc1cc2oc(=O)cc(C)c2cc1NC(=O)Cc1c[nH]c2ccccc12
66	CC(C)c1csc(C(=O)N2CC[C@@H]3CC[C@H](C2)N3C)n1
67	Cc1ccc(N(C(F)F)S(=O)(=O)c2cccs2)c(C)c1
68	Cc1cc(=O)n2[nH]cc(C(=O)NC(C)c3ccccc3)c2n1 (stereo not given)
69	CC(C)n1cnnc1CCNC(=O)Nc1cccc(C#N)c1
70	COc1ccc(C(=O)N2CCC(n3c(=O)oc4ccc(OC)cc43)CC2)cc1
71	CCCCN(C)c1cc(=O)n(-c2ccc(C)cc2)nc1C(=O)OCC
72	Cc1ccc(NC(=O)CC(=O)NCCc2nc3c(C)c(C)ccc3[nH]2)cc1

assay / entry | 65 | 66 | 67 | 68 | 69 | 70 | 71 | 72
hcGAS lum | -1.3 | -11.5&-11.7 | 6.9 | 1.9 | -2.7 | -1.7 | -4.4 | 1.3
NPYLR7 ag | 0.1 | -0.6&2.8 | -1.6 | -4.3 | 1.1 | -8.8 | 5.0 | 3.4
mcGAS inh | x | x | x | x | -10.5 | -4.5 | x | x

73	Cn1nc(C(C)(C)C)cc1Nc1cc2c(cn1)nc(-c1ccccc1)n2C
74	CCN(CC)C(=S)SSC(=S)N(CC)CC
75	CC1CN(C(=O)/C=C/c2ccccc2F)C(C)CO1 (stereo not given)
76	CCC(C)NCc1ccc(OC)c(OS(C)(=O)=O)c1 (stereo not given)
77	CCOC(=O)c1c(NC(=O)c2ccc(C)o2)sc2c1CCCCC2
78	CC(CCNc1nc(-c2ccncc2)nc2c1CCNCC2)n1ccnc1 (stereo not given)
79	Cc1ccc(C(=O)Nc2c(C)nc3sccn3c2=O)cc1
80	O=C(C1CCOCC1)N1CC[C@@H](c2ccc3ccccc3c2)[C@H](O)C1

assay / entry | 73 | 74 | 75 | 76 | 77 | 78 | 79 | 80
hcGAS lum | -4.3 | -5.7&-5.0&-0.9&-2.7 | -8.8 | 0.7 | -6.7 | -1.9 | -10.0 | -6.4
NPYLR7 ag | -0.8 | -6.5&-9.2&-2.1&3.7 | 9.7 | -7.8 | -2.2 | 14.7 | 15.3 | 7.6
mcGAS inh | -6.6 | -6.1&-4.0 | x | x | -6.4 | -8.2 | -7.2 | x

81	CC(=O)Nc1cccc(-c2ccnc(N)c2)c1
82	CCNC(=O)C1(C)CCCN1C(=O)c1c(F)cccc1F (stereo not given)
83	O=C(CCN1C(=O)c2ccccc2C1=O)N1CCOCCOCCOCC1
84	CC(=O)n1c2ccccc2n2c(C)ncc12
85	CC1=C(C)CC2C(=O)N(c3ccccc3Cl)C(=O)C2C1 (stereo not given)
86	COc1ccc(C(=O)N(C)CC(N)=O)c(I)c1
87	COc1ccccc1C(=O)Nc1cccc(C2SCC(=O)N2c2cc(C)cc(C)c2)c1 (stereo not given)

assay / entry | 81 | 82 | 83 | 84 | 85 | 86 | 87
hcGAS lum | 3.8 | -13.5 | 6.5 | -5.1 | -3.5 | -6.0 | -6.6
NPYLR7 ag | 0.2 | 3.4 | -3.5 | -0.6 | -3.5 | -2.0 | 2.7
mcGAS inh | 0.9 | -5.3 | -7.3 | x | -7.1 | -17.5 | -7.9

Screening data from PubChem.
